Screens (PubChem)
ROC1-CUL1 inh – blocks human RBX1-Cullin-1 di-ubiquitin formation. in vitro K48 di-Ub FRET, acceptor:donor ratio, 45 min. inhibition, % at 10 µM. 140,000 tested, 0.6% active. AID 1347404. P62877+Q13616; in the data active = inhibition above about 25%
Target sequence (P62877 whole entry, looked up): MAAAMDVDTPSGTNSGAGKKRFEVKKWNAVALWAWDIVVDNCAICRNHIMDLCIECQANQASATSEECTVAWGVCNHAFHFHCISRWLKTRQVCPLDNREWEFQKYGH
Target sequence (Q13616 whole entry, looked up): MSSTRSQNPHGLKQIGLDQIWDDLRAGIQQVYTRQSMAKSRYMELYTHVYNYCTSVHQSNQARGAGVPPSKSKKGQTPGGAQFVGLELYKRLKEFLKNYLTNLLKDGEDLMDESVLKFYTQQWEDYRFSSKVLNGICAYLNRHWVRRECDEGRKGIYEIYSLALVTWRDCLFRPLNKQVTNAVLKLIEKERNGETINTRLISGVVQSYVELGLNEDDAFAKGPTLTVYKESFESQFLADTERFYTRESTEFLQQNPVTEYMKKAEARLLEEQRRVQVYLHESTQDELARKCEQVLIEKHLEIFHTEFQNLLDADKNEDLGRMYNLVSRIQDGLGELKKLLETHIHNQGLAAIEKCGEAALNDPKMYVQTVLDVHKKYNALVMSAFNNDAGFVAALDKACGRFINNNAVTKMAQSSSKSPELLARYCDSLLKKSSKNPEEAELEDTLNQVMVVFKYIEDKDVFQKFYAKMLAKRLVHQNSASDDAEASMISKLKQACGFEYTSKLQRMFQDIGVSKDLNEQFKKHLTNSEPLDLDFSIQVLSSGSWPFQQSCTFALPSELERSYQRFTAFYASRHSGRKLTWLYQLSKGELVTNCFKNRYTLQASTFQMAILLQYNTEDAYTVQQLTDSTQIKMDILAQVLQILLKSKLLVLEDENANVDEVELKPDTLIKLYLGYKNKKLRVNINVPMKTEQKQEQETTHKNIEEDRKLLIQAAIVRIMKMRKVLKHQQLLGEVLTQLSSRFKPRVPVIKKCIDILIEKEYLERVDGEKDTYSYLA
* = called active by the depositor. An excerpt (hit frequency here may not be typical).

The opening 2 compounds, ahead of the listing:
entry	Structure	ROC1-CUL1 inh
1	O=C(Nc1cccc(-n2cnnn2)c1)C1CCCN(Cc2ccn[nH]2)C1 (stereo not given)	-3
2	Cc1cccc(OCC(=O)Nc2ccc3nc(Nc4cccc(Cl)c4)cc(C)c3c2)c1	-10

All compounds of this part, previewed entries included:
entry	Structure	ROC1-CUL1 inh
1	O=C(Nc1cccc(-n2cnnn2)c1)C1CCCN(Cc2ccn[nH]2)C1 (stereo not given)	-3
2	Cc1cccc(OCC(=O)Nc2ccc3nc(Nc4cccc(Cl)c4)cc(C)c3c2)c1	-10
3	CC(C)(C)CN1CCC(C2CCN(Cc3nccs3)CC2)C1 (stereo not given)	-2
4	Cc1ncc2c(c1CNC(=O)/C=C/c1ccccc1F)CCN(C(=O)/C=C/C(C)C)C2	0
5	Cc1cnc2ncc3ccccc3c2c1	-3
6	Cc1c(Cl)cccc1NC(=O)CCS(=O)(=O)c1ccc(Br)s1	0
7	C=CCN1C(=O)C(C(=O)Nc2nc(C34CC5CC(CC(C5)C3)C4)cs2)C(=O)c2ccccc21 (stereo not given)	1
8	Cc1cc(C)c(C(=O)CSc2nnc(-c3ccc(Cl)cc3Cl)n2N)c(C)c1	-5
9	O=C(NCc1ccccc1)c1ccc(CSc2nc3cccnc3n2Cc2ccccc2F)cc1	-11
10	CC(O)Cn1c(CC#N)nc2ccccc21 (stereo not given)	0
11	CCN(CC)c1ccc(CNS(=O)(=O)c2cc3c(cc2C)NC(=O)CO3)cc1	-1
12	Cc1ccc(CN2CCCC2C(=O)Nc2ccccc2Oc2cccnc2)cc1 (stereo not given)	3
13	C=CCNc1sc(C(=O)C(C)(C)C)c(N)c1C#N	7
14	CCOC(=O)c1ccc(NC(=O)c2ccc(OC3OC(COC(C)=O)C(OC(C)=O)C(OC(C)=O)C3OC(C)=O)c(OC)c2)cc1 (stereo not given)	13
15	CCc1ccc(NC(=O)Cn2cc(S(=O)(=O)N3CCCC3)c(S(=O)(=O)N3CCCC3)c2)cc1	9
16	O=C(NCc1cn[nH]c1-c1ccccc1)C1CCN(c2ccccc2)C1=O (stereo not given)	2
17	COc1ccc(-c2oc(N=Cc3ccccc3)c(C#N)c2-c2ccc(OC)cc2)cc1	-4
18	CCOc1ccccc1N=c1ssc2c1-c1cc(C)ccc1NC2(C)C	-7
19	C=CCn1c(C)c(/C=C2\SC(=O)N(CC)C2=O)c2ccccc21	2
20	CCOC(=O)N1CCc2c(sc3c2C(=O)NC(c2ccccc2F)N3)C1 (stereo not given)	-1
21	Cc1ccc(CN(C(=O)COc2cccc([N+](=O)[O-])c2)c2ccccn2)o1	14
22	OC[C@@H]1CCCN1Cc1nc(-c2ccccn2)no1	10
23	Cc1ccc(S(=O)(=O)NCC(=O)NC(C)(C)C)cc1	4
24	Cc1cccc(CNCc2cccnc2Oc2cccc(C(F)(F)F)c2)n1	4
25	CCCCCC(=O)N1c2ccc(Cl)cc2N=C2CC(c3ccc(Cl)cc3)CC(=O)C2C1c1ccc(OC)cc1 (stereo not given)	8
26	O=C(NC(=S)Nc1ccc2ccccc2c1)C(c1ccccc1)c1ccccc1	-1
27	CC1CCC(NC(=O)CCc2cn(Cc3ccc(F)cc3)c3ccccc23)CC1 (stereo not given)	1
28	O=C1NC(=S)NC(=O)C1=Cc1ccc(-c2ccccc2Cl)o1	1
29	O=C(OC(Cn1ccnc1)c1ccc(Cl)cc1Cl)c1cccc(Br)c1 (stereo not given)	4
30	Cc1nnc(SCC(=O)Nc2ccc(S(=O)(=O)Nc3ccc(Cl)nn3)cc2)s1	1

Reformatted as labelled records: part of the list above.
27) CC1CCC(NC(=O)CCc2cn(Cc3ccc(F)cc3)c3ccccc23)CC1 (stereo not given)
  ROC1-CUL1 inh: 1

28) O=C1NC(=S)NC(=O)C1=Cc1ccc(-c2ccccc2Cl)o1
  ROC1-CUL1 inh: 1

29) O=C(OC(Cn1ccnc1)c1ccc(Cl)cc1Cl)c1cccc(Br)c1 (stereo not given)
  ROC1-CUL1 inh: 4

The listing continues.
entry	Structure	ROC1-CUL1 inh
31	CCCCc1nn2c(=O)cc(COC(=O)c3cccc(NC(=O)CCc4ccccc4)c3)nc2s1	-3
32	CCOC(=O)c1cccc(NC(=O)Cc2cccc3ccccc23)c1	2
33	Cc1ncc2c(c1CNC(=O)/C=C/c1cccs1)CCN(C(=O)COc1ccccc1)C2	-6
34	COc1ccc(/C=c2\sc3nc4cc(OC)c(OC)cc4c(=O)n3c2=O)cc1	-4
35	CC(=O)Oc1ccc(OC(C)=O)c2c1C1CCCCC1=C1CCCCC12 (stereo not given)	2
36	Cc1c(NC(=O)c2ccc(N3CCCCC3)cc2)c(=O)n(-c2ccccc2)n1C	0
37	CCc1ccc(-n2nnc(C(=O)Nc3ccccc3Cl)c2C)cc1	-5
38	CCc1cccc(CC)c1NC(=O)c1c(C)oc2ccc(O)c(CN3CCN(C)CC3)c12	1
39	CC(=O)Oc1ccc2c(c1)OCCC2=O	0
40	N#C/C(=C/c1ccccc1)c1nn(CCO)c(N)c1C#N	-3
41	CCOC(=O)Nc1ccc([N+](=O)[O-])cn1	-1
42	Cc1ccccc1-n1nnnc1C1(N(C)C(=O)C(F)(F)F)CCCCC1	2
43	Cc1ccc(N2C(=O)C(=O)C(C(=O)/C=C/c3ccccc3)C2c2ccccc2)cc1 (stereo not given)	-4
44	CCCOC(=O)c1c(NC(=O)c2cc3nc(-c4ccc(OC)cc4)cc(C(F)(F)F)n3n2)sc2c1CCCC2	10
45	CC(=O)N1CCC[C@H]1C(=O)NCc1cccnc1Oc1ccccc1F	-4
46	CCOC(=O)CNC(=O)N1CCCN(S(=O)(=O)c2ccc3c(ccn3CC)c2)CC1	2
47	C=CCOc1ccccc1NC(=O)c1ccc(C)cc1	7
48	Cc1ccn(CC(=O)N2CCC(n3nccc3NC(=O)Nc3cccc(F)c3)CC2)n1	-8
49	O=C(CSc1nnc(CNc2cccc3ccccc23)n1-c1ccccc1)N/N=C/c1c[nH]c2ccccc12	1
50	Cc1[nH]c2ccccc2c1Cc1nnc(SCC(N)=O)o1	0
51	Cc1ccccc1CNC(=O)c1ccc(Cn2c(SCc3ccccc3)nc3cccnc32)cc1	-5
52	O=C(O)CN1C(=O)C(Cc2ccc(Cl)cc2)c2ccccc21 (stereo not given)	-4
53	CCCCn1c(=N)c(C#N)cc2c(=O)n3cccc(C)c3nc21	0
54	Cc1c(CC(=O)N2CCCC(O)C2)c2c(n1Cc1ccc(F)cc1)CCCC2=O (stereo not given)	-3
55	CN(C)c1ncccc1CNC(=O)c1n[nH]c2ccccc12	2
56	Cc1ccc(C(=O)Nc2ccc3oc(-c4cccc(Cl)c4)nc3c2)c2ccccc12	-1
57	Cc1cc(C)c(S(=O)(=O)N2CCCCC2)c(C)c1N(C)S(C)(=O)=O	11
58	Cc1ccccc1-n1c(-c2csc3c2CCCC3)n[nH]c1=S	4
59	Cc1cccc(OC(=O)c2cc(-c3ccc(Cl)cc3)on2)c1C	-11
60	COc1ccc(-c2csc3ncnc(Oc4ccc5c(C)cc(=O)oc5c4)c23)cc1	10
61	COc1cccc(CNC(=O)c2cnc(N3CCCCC3)c3ccccc23)c1	-2
62	CC(=O)c1ccc(NC(=O)c2cc(-c3ccc(C)s3)nc3ccccc23)cc1	2
63	CCOC(=O)C1(Cc2ccccc2C)CCCN(Cc2cnc(C)[nH]2)C1 (stereo not given)	-3
64	COc1ccc(CNC(=O)Cn2ccc3cc(S(=O)(=O)N4CCCCC4)ccc32)c(OC)c1	1
65	N#Cc1ccccc1NC(=O)C(=O)NCC(c1cccnc1)N1CCc2ccccc2C1 (stereo not given)	3
66	Cc1cccc(-c2cc(C(=O)NC3CCCC3)c3cc(Br)ccc3n2)c1	-1
67	Cc1ccccc1-c1cc2c(c(OC3CCOC3)c1)OCCN(S(=O)(=O)c1ccccc1Cl)C2 (stereo not given)	4
68	COc1cccc(OCC(=O)NCCS(=O)(=O)N2CCN(c3ccccc3F)CC2)c1	-2
69	O=C1CSC2=NC(c3ccccc3)=CC(c3cn(-c4ccccc4)nc3-c3ccc(Cl)cc3)N12 (stereo not given)	-14
70	C=CCNC(=O)c1c(NC(=O)c2ccco2)sc2c1CCCC2	-14
71	COc1ccccc1Nc1nc2ccccc2nc1NS(=O)(=O)c1ccc(C)cc1	15
72	O=C(CN1CCOCC1)N1N=C(c2ccc(Cl)cc2)CC1c1ccccc1 (stereo not given)	-2
73	O=C(CSc1ncc(S(=O)(=O)c2ccc(Br)cc2)c(=O)[nH]1)Nc1ccc2c(c1)OCCO2	-6
74	COCc1ccc(C(=O)N2CCC(C(Cc3ccccc3C)N(C)C(=O)Cn3cccn3)CC2)o1 (stereo not given)	-4
75	O=C(CNC(=O)c1ccc(F)cc1)OCc1cc(=O)n2nc(C3CC3)sc2n1	-3

Other compounds follow.
No. | SMILES | ROC1-CUL1 inh
76 | CCC(=O)Nc1ccc2c(c1)nc(CN1CCN(CC)CC1)n2C | -2
77 | COC(=O)c1ccc(C(=O)OC)c(NC(=O)Cc2ccc(Br)cc2)c1 | 4
78 | CCc1ccc(C=C2C(=O)NC(=S)NC2=O)cc1 | -9
79 | O=C(COc1ccc(Cl)cc1)Nc1ccc(N2CCCCC2)c(Cl)c1 | -8
80 | Cn1c(SCc2nc(-c3ccccc3)no2)nnc1-c1ccco1 | 9
81 | CCOc1ccc(C2C(C(=O)Nc3ccccc3)C(C)=Nc3nc(-c4ccccc4)nn32)cc1OC (stereo not given) | 5
82 | COc1ccc(N2CC34C=CC(O3)C(C(=O)OC(C)C)C4C2=O)cc1 (stereo not given) | -10
83 | CC(C)N(C(=S)Sc1cccc2c1sc1ccccc12)C(C)C | 9
84 | CC(=O)c1ccc(N2CCN(c3nc4ccccc4c4nc(-c5cccc(C)c5)nn34)CC2)cc1 | 15
85 | CN1CCN(C2Cc3cc(Cl)ccc3Sc3c(Cl)cccc32)CC1 (stereo not given) | 2
86 | Cc1cc2c(c(=O)n1Cc1ccccc1)C(c1cccc(Cl)c1)C(C#N)C(=N)O2 (stereo not given) | 7
87 | Cc1ccc(C(=O)c2cn(Cc3ccccc3)c3cc4c(cc3c2=O)OCCO4)cc1 | -9
88 | COc1ccc(C(=O)CSc2nc(C)[nH]c2[N+](=O)[O-])cc1Br | 5
89 | Clc1ccc(C(=CCn2ccnc2)c2ccc(Cl)cc2)cc1 | 8
90 | O=C(CCN1CCCO1)N1CCc2[nH]nc(-c3cccc4ccccc34)c2C1 | 7
91 | CSc1nc2nc(C)c(Cc3ccccc3Cl)c(=O)n2[nH]1 | -3
92 | CC(C)CCNC(=O)C(C)Oc1ccc(Br)cc1Br (stereo not given) | 1
93 | Cc1ccc(C)c(NC(=O)CN(Cc2ccccc2)S(=O)(=O)c2ccc3nc(C)sc3c2)c1 | 1
94 | COc1ccc(-c2noc(CC(=O)Nc3ccc(Br)cc3C)n2)cc1 | 0
95 | CC(C)Cc1ccc(-c2csc(N)n2)cc1 | 5
96 | CCOc1ccc(NC(=O)CSc2ncc(S(=O)(=O)c3ccc(F)c(C)c3)c(=O)[nH]2)cc1 | -6
97 | Cn1c(=O)c2[nH]c(Cl)nc2n(C)c1=O | -10
98 | CCc1cc2c(=O)c(-c3ccc4c(c3)OCCO4)c(C)oc2cc1OC(=O)N1CCOCC1 | 8
99 | Cc1cccc(N2CCN(C(=O)c3cn(CC(C)C)cc(C(=O)N4CCCCCC4)c3=O)CC2)c1C | -4

Exported with values ahead of the structure: part of the list above
cpd	ROC1-CUL1 inh	structure
98	8	CCc1cc2c(=O)c(-c3ccc4c(c3)OCCO4)c(C)oc2cc1OC(=O)N1CCOCC1
93	1	Cc1ccc(C)c(NC(=O)CN(Cc2ccccc2)S(=O)(=O)c2ccc3nc(C)sc3c2)c1

Next section:
No. | SMILES | ROC1-CUL1 inh
100 | O=C1NN(c2ccc(I)cc2)C(=O)/C1=C\c1ccc(N2CCOCC2)cc1 | -3
101 | COc1ccc(NC(=O)CCc2c(C)nn(-c3ccc(N4CCCC4)nn3)c2C)cc1Cl | 6
102 | CN1N=C(C(=O)N2CCCC(CNS(=O)(=O)c3cccs3)C2)CCC1=O (stereo not given) | 9
103 | Cc1ccc(Nc2c(-c3ccc(Cl)cc3)nc3sccn23)c(C)c1 | -1
104 | O=c1[nH]c2ccccc2nc1-c1ccc(-c2c(Cl)cccc2Cl)o1 | -4
105 | COc1ccc(CNC(=O)CN2C(=O)COc3ccc(S(=O)(=O)N4CCCCCC4)cc32)cc1 | 6
106 | Cc1nc(-c2cccc(NC(=O)Nc3ccccc3C(F)(F)F)c2)no1 | -6
107 | C=CCn1c(SCC(=O)Nc2ccc3c(c2)OCCO3)nnc1-c1cccnc1 | -3
108 | COCC(=O)N1CCC(Oc2ccccc2C(=O)NC2C3CC4CC(C3)CC2C4)CC1 (stereo not given) | 11
109 | OC(CN1CCN(Cc2ccccc2)CC1)c1ccc(F)cc1 (stereo not given) | 7
110 | COC1CCCN(Cc2nc(-c3ccc(Cl)cc3)no2)C1 (stereo not given) | -7
111 | Cc1c(Cl)cccc1NC(=O)CCN1C(=O)c2ccccc2Sc2ncccc21 | -2
112 | COCc1ccc(CN2CCc3c([nH]c4ccccc34)C2c2cccc(C)n2)o1 (stereo not given) | -5
113 | CCC(Oc1ccccc1OC)C(=O)Nc1ccc(F)cc1 (stereo not given) | 7
114 | Cc1ccc(C)c(NC(=O)Cn2cc(S(=O)(=O)c3ccc(F)cc3)c(=O)c3cc(F)ccc32)c1 | -1
115 | O=C1CCCc2c([nH]c3ccc(C4CCCCC4)cc23)C1 | -6
116 | C=CCOc1ccccc1COCC(O)CNC(C)C (stereo not given) | 4
117 | CN1CCN(/C=N/N=C(\C=N\O)c2ccccc2)CC1 | -1
118 | CC#CC(=O)N1CCCC(C(=O)Nc2ccc(-c3cscn3)cc2)C1 (stereo not given) | 3
119 | Cc1cc(C)cc(-n2ccn3cnnc3c2=O)c1 | -1
120 | COc1ccc(Nc2c3c(nc4nncn24)CCC3)cc1Cl | -3

Down the list, as entered above.
Compounds 116 to 119 in ROC1-CUL1 inh, in turn: 4, -1, 3, -1
